NPY-Y1 antag – blocks the human neuropeptide Y Y1 receptor; 200,000 compounds, 1% hits; AID 1040; inhibition, % at 3.6 µM; P25929; HEK293-CNG Y1 cells, membrane potential fluorescence; NPY at EC95, then isoproterenol;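 active means inhibition above the campaign mean inhibition of all tested compounds plus 3 SD, cut at about 20% in these data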;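 further: 0% = DMSO wells given NPY plus isoproterenol and 100% = isoproterenol alone without NPY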
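Test system – HEK293 Y1/CNG channel cell line · Also added – NPY agonist 25 nM, then isoproterenol 1 µM plus Ro 20-1724 25 µM · Compound dosing – one concentration, 3.6 µM, in 0.4% DMSO · Schedule – compound incubation 1 h at room temperature, readout 45 min post-stimulation · Technique – fluorescence, membrane potential probe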
S1P4 agonist – agonists of human S1P4 receptor; O95977; S1P4-expressing cell line, agonist reporter assay; activation, % at 4.98 µM; 220,000 compounds, 0.35% hits; AID 1509; in the data active means activation above about 11%;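 further: 0% = DMSO vehicle and 100% = reference agonist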
Target sequence (O95977 whole entry, looked up): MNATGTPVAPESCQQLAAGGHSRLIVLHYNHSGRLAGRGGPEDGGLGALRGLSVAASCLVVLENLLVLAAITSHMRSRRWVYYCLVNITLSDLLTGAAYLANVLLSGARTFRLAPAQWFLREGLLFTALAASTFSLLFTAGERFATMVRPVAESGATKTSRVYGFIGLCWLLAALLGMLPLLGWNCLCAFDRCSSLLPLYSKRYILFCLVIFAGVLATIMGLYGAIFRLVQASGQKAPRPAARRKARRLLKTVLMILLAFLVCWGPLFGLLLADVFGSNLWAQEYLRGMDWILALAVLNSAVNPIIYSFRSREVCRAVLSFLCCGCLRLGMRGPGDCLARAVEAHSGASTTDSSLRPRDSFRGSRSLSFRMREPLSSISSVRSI
PGE2 EP2 inh – blocks the human prostaglandin E2 receptor EP2 | P43116 | C6 glioma cells expressing human EP2, cAMP TR-FRET; cells stimulated with saturating PGE2 | 260,000 compounds, 0.52% hits | inhibition, % at 25 µM;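 active means percent inhibition above 40 after rounding to a whole number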;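 further: rat C6 glioma host cells with rolipram phosphodiesterase inhibitor present; the protocol text gives 20 µM as final concentration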
EP2 mod – modulators of human EP2 prostaglandin E2 receptor; EP2-expressing cells, cAMP HTRF FRET, PGE2 co-stimulation; induction, % at 25 µM; 260,000 compounds, 0.83% hits;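 active means compounds whose cAMP rise, as percent of the full-agonist control response, exceeds 60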;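 further: rat C6 glioma line stably carrying human EP2 under a CMV promoter; the protocol text gives 20 µM as final concentration; 100% = response of wells given 1 µM PGE2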
p97 inhibitor – blocks human p97 ATPase activity | P55072 | recombinant p97 ATPase, Kinase-Glo ATP luminescence, 3 h | inhibition, % at 8 µM | 220,000 compounds, 0.42% hits; in the data active means inhibition above about 15%;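 further: 0% = DMSO vehicle and 100% = wells lacking enzyme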
NPY1 pot ag – potentiates or activates human NPY-Y1 receptor; P25929; NPY-Y1 expressing cells, potentiator/agonist activation; activation, % at 3.6 µM; 220,000 compounds, 0.37% hits; AID 1304; in the data active means activation above about 33%, passing the limit was not always enough;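 further: cells stimulated with NPY at EC10 then isoproterenol at EC100; 0% = low agonist plus stimulus and 100% = saturating agonist plus stimulus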
S1P4 antagonist – blocks the human S1P4 receptor. O95977. S1P4-expressing cells, antagonist mode, reporter read-out. inhibition, % at 4.98 µM. 220,000 compounds, 0.26% hits. AID 1510; in the data active means inhibition above about 29%;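 further: 0% = wells stimulated with agonist and 100% = vehicle wells without agonist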
eIF4E 4G PPI – inhibitors of eIF4E and eIF4G interaction in translation initiation. P63073+Q04637. inhibition, % at 21.7 µM. TR-FRET eIF4E-eIF4GI(517-606) binding, 2 h. 220,000 compounds, 0.37% hits;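 active means inhibition above about 30%, limit read from the data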;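 further: 0% = full FRET control wells and 100% = background wells lacking eIF4GI fragment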
NPY2 pot ag – human NPY-Y2 potentiation or agonism, primary screen; P49146; cells expressing NPY-Y2, potentiator/agonist read-out; activation, % at 3.6 µM; 220,000 compounds, 0.45% hits; AID 1359; in the data active means activation above about 27%;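 further: cells stimulated with NPY near EC25 plus isoproterenol at EC100; 0% = vehicle plus submaximal agonist and 100% = vehicle plus saturating agonist; some results beyond the cut were filed as inactive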
Target sequence (P49146 whole entry, looked up): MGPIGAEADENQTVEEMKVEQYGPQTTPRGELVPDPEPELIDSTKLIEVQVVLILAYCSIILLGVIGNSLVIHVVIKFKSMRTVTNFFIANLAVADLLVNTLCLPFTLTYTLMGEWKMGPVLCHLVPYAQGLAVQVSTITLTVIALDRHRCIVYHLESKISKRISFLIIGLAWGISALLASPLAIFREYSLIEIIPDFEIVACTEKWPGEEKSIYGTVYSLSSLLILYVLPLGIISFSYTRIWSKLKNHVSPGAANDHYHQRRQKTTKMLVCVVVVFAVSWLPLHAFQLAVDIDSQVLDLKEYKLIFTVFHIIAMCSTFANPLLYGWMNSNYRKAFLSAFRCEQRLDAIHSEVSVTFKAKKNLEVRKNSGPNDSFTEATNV
Starred values were filed as active, the others as inactive; · = not tested or not shown; [ ] = another dose, or the depositor's remark. Only part of the results is shown; count on the stated rates, not on these rows.

Screens in order: PGE2 EP2 inh	eIF4E 4G PPI	NPY-Y1 antag	p97 inhibitor	NPY2 pot ag	S1P4 antagonist	EP2 mod	S1P4 agonist	NPY1 pot ag
CCOC(=O)C(=CNc1ccc(NC2=NCC(C)S2)cc1)C(=O)OCC (stereo not given)
    5	6[fluorescence artefact?]	-2	-1	47*	-14	13	1.1	25
COc1ccc(C2c3c(ncn(CCN4CCOCC4)c3=N)Oc3ccc4ccccc4c32)cc1 (stereo not given)
    9	1	-6	3	6	-8	-7	-1.5	0
C=CCn1c(SCC(=O)N(CC)C2CCS(=O)(=O)C2)nc2ccccc2c1=O (stereo not given)
    4	-2	·	5	6	-12	9	1.3	12
CC(C)N(CCNCc1nnc(-c2ccccc2)o1)C(C)C
    3	-1	1	2	11	9	19	1.3	0
C/C(=N\NC(=O)CSCc1ccc(Cl)cc1)c1ccc2c(c1)OCCO2
    13	16	7	1	-28	-7	-32	1.5	1
Cc1cccc(C(=O)NC2CC3CCCC(C2)N3S(=O)(=O)c2ccccc2)c1 (stereo not given)
    12	2	6	3	10	-6	-2	-1.0	-8
CCN(CC)c1ccc(NC(=O)c2cc(OC)cc(OC)c2)c(C)c1
    ·	7	18	0	-7	-12	5	1.7	-5
CN1CCC(OC(=O)COc2ccc(C(C)(C)C)cc2)CC1
    ·	-2	6	2	-16	-3	-2	0.3	-47
O=C(N/N=C/c1cc([N+](=O)[O-])ccc1O)c1cccc2cc[nH]c12
    16	3	·	-4	-14	3	-16	-2.6	-2
CCN1C(=O)C(CC(=O)NCCc2ccccc2)N(NC(=O)c2cccnc2)C1=S (stereo not given)
    16	1	7	8	2	13	9	-0.3	0
Cc1ccc(S(=O)(=O)N(C)C)cc1NC(=O)c1ccncc1
    3	4	-7	3	8	-5	-4	1.4	13
Cc1ccc(CC(=O)N2CC(C)OC(C)C2)cc1 (stereo not given)
    20	9	5	-4	-6	-17	2	-0.2	13
Cc1ccc(OCc2nnc(SCC(=O)c3cccs3)n2-c2ccccc2)cc1C
    13	5	5	-3	-19	-15	22	0.1	-21
O=C(c1ccc2snnc2c1)N1CCN(c2ccccn2)CC1
    14	1	-2	7	13	-6	21	-1.4	11
FC(F)(F)c1ccc2c(c1)nc1n2CCCC1
    10	2	-4	-4	1	-14	-9	1.2	-24
O=[N+]([O-])c1c(NCCO)cc(N2CCN(Cc3ccc4c(c3)OCO4)CC2)c2nonc12
    6	0	-4	3	6	-20	9	6.2	-15
OCCCn1c(-c2ccccc2)n[nH]c1=S
    11	0	1	-3	-2	-9	19	-0.2	-8
CCn1cnc2cc(NCc3cccc(OC)c3O)ccc21
    10	13[fluorescence artefact?]	2	4	9	5	-13	1.9	-17
Cc1csc(Nc2ccccc2)[n+]1C
    8	3	2	-4	-3	-13	17	-1.8	1
CC(=O)N/N=C/c1c(C)[nH]n(-c2ccccc2)c1=O
    6	3	7	-5	3	-12	29	0.3	-8
NCCn1c(-c2ccccc2)cc(C(=O)O)c1-c1ccccc1F
    9	-10	-5	10	-9	0	6	1.6	-25
O=C1C(NS(=O)(=O)c2ccccc2)=C(N2CCN(c3ccc(F)cc3)CC2)C(=O)c2ccccc21
    8	-7	·	-3	87*	-1	-3	1.7	89*
CCCn1c(N2CCN(C(=O)NCc3ccccc3)CC2)nc2ccccc21
    7	-4	·	0	-15	-10	-21	-1.4	10
CC(=O)NCCC1CCN(c2nc3nonc3nc2N(C)Cc2ccccc2)CC1
    4	3	11	2	-7	5	4	-0.5	-2
CCn1c(SCC(=O)N2CCOCC2)nc2oc3c(Cl)cc(Cl)cc3c(=O)c2c1=O
    21	0	2	2	-14	-5	12	-0.2	10
COc1ccccc1NC(=O)CN1CCN(CC(=O)Nc2ccc3c(c2)OCCO3)CC1
    11	2	-1	2	12	-18	6	-0.6	-12
O=C(N[C@@H](Cc1ccccc1)C(=O)NC1CCCCC1)c1ccco1
    ·	-5	-3	6	6	-16	-2	-1.7	11
c1ccc(-n2ncc3c(NCc4cccs4)ncnc32)cc1
    11	10	-2	-2	9	4	-8	0.0	0
COc1ccccc1N(CC(=O)NC1CCCC1)C(=O)c1csnn1
    3	1	4	1	-19	-12	9	-3.1	-10
COC(=O)c1ccc(COc2cccc(OC)c2)o1
    10	1	-5	3	9	-11	15	0.6	-18
C[C@H]1CC[C@@]2(O[C@@H](CCO)C[C@@H](O)[C@@H]2O)O1
    5	3	3	4	-1	10	-2	-1.2	1
CCCCn1nnc(NC(=O)c2ccc(-c3cccc([N+](=O)[O-])c3)o2)n1
    22	-2	0	2	-7	2	-37	1.4	-1
Cn1c(Cc2ccccc2)nnc1SCC(=O)Nc1ccc2c(c1)OCO2
    13	0	-1	-2	14	-5	4	-1.7	12
CCOC(=O)c1c(OCCO)nn(-c2ccc(Cl)cc2)c1N
    2	2	4	3	-10	-7	-5	2.2	-18
O=C1CCCc2ccccc2N1Cc1ccc(Cl)cc1
    12	-4	4	-1	15	0	40	0.9	37
COc1ccccc1C(=O)NC1CCCCCCC1
    12	3	3	-1	4	-3	49	-0.4	0
CCOC(=O)c1c(C(C)(C)C)oc2ccc(OCC#N)cc12
    5	2[fluorescence artefact?]	-3	-5	-11	15	49	-0.8	-30
O=C(Nc1nccs1)c1cnccn1
    9	-3	10	4	15	-10	12	0.6	-4
COc1ccc(/C=N/n2cc(-c3ccc(OC)cc3)nc2N)cc1
    14	-15	0	5	2	-6	15	1.0	-28
C=CCc1c(O)nc(SCC(=O)c2ccccc2)[nH]c1=O
    9	-8	-3	5	0	-3	1	1.4	5
COc1ccccc1CNC(=O)CSc1ccc(C(=O)Nc2ccccc2OC)cc1[N+](=O)[O-]
    2	-4	2	-3	5	-5	-46	-3.3	-11
Cc1cc(C(=O)CSc2nnc3ccccn23)c(C)n1-c1ccccc1
    3	13	5	2	6	-7	12	0.6	4
COCCNC(=O)C(c1ccc(F)cc1)N(CCOC)C(=O)CCC(=O)Nc1nccs1 (stereo not given)
    11	3[fluorescence artefact?]	-4	3	14	4	0	1.1	3
COC(=O)c1c(C)nc(C)c(C(=O)OC)c1-c1ccc(OC)c(OC)c1
    5	0	6	-2	-14	-18	20	0.3	-17
CCN(c1ccccc1)S(=O)(=O)c1ccc(C(=O)OC(C)C(=O)NCCC2=CCCCC2)cc1 (stereo not given)
    7	-6[fluorescence artefact?]	-4	3	-9	-1	1	2.8	9
COC(=O)c1ccc2c(=O)[nH]c(CSc3nc(-c4ccc(F)cc4)cs3)nc2c1
    17	-4	0	2	-1	11	4	1.0	-6
COC(=O)c1ccccc1NC(=S)N(Cc1ccc2c(c1)OCO2)Cc1cc2ccc(OC)cc2[nH]c1=O
    15	-9[fluorescence artefact?]	0	12	-5	14	18	4.1	-28
CC(C)C(NC(=O)C12CC3CC(CC(C3)C1)C2)C(=O)O (stereo not given)
    4	-11[fluorescence artefact?]	0	-5	-13	22	1	-0.7	-15
O=C(Nc1ccc(CN2CCCCC2)cc1)c1cc(Br)ccc1Cl
    8	-5	8	1	-9	-1	10	-0.8	-14
COc1ccc(OCC(=O)Nc2ncc3c(n2)CC(C)(C)CC3=O)cc1
    2	-5	4	1	-6	-3	-10	3.0	-4
O=C(O)C1CCN(C(=O)COc2ccc3c4c(c(=O)oc3c2)CCC4)CC1
    10	5	1	2	4	-1	36	0.5	26
O=C(Cn1[nH]c(=O)c2ccccc2c1=O)N1CC=C(c2ccccc2)CC1
    11	-2	5	-1	-7	9	-25	-1.7	18
COCc1cc(C)nc(OCC(=O)N/N=C/c2ccccc2)c1C#N
    7	0	0	-3	-1	-32	-46	0.9	8
N/C(=N\c1nc2c(c(=O)[nH]1)CCCC2)Nc1ccccc1
    16	-18	7	1	3	-19	0	0.8	10
Cc1ccc(N2C(=O)N(CC(=O)C(C)(C)C)c3ccccc3S2(=O)=O)cc1
    13	-5	3	5	0	-14	8	0.5	-4
Cc1ccc2c(c1)N(CC(=O)NCc1cccs1)C(=O)C(C)O2 (stereo not given)
    4	0	12	1	8	-6	13	0.2	24
Cc1ccc(Nc2nc(/N=C/NO)n[nH]2)cc1C
    7	-6	-1	-1	14	2	-14	-1.0	12
CCN(CC)CCN(C)Cc1ccc(Br)cc1
    11	-1	-2	1	-8	0	-5	-0.4	-20
Cc1snc(SCC(=O)N/N=C(\N)COc2cccc(C(F)(F)F)c2)c1C#N
    1	·	8	-2	-7	-5	-22	-3.9	9
C#Cc1cccc(-n2nnc(C(C)=O)c2C)c1
    10	1	·	7	-4	-2	-10	68*	-20

Brought forward from above: three compounds, then new ones.
Screens in order: PGE2 EP2 inh	eIF4E 4G PPI	NPY-Y1 antag	p97 inhibitor	NPY2 pot ag	S1P4 antagonist	EP2 mod	S1P4 agonist	NPY1 pot ag
CCN(CC)CCN(C)Cc1ccc(Br)cc1
    11	-1	-2	1	-8	0	-5	-0.4	-20
Cc1snc(SCC(=O)N/N=C(\N)COc2cccc(C(F)(F)F)c2)c1C#N
    1	·	8	-2	-7	-5	-22	-3.9	9
C#Cc1cccc(-n2nnc(C(C)=O)c2C)c1
    10	1	·	7	-4	-2	-10	68*	-20
COc1ccc(C(=O)CSc2[nH]c(=O)cc(C(F)(F)F)c2C#N)cc1
    9	-1	·	-2	-9	6	-55	-0.8	-27
C/C(=N/OCO/N=C(\C)c1ccccc1)c1ccccc1
    12	-2	0	0	-4	2	6	0.1	-17
COC(=O)c1nn(-c2ccccc2)nc1-c1nn(-c2ccccc2)nc1C(=O)OC
    10	-4	3	3	-8	20	14	2.7	-8
Cc1ccc(CNC(=S)Nc2ccc(C)c([N+](=O)[O-])c2)cc1
    5	-7	11	-1	-16	-5	-8	2.3	-16
Cc1sc(NC(=O)C2CC=CCC2C(=O)O)c(C(=O)OC(C)C)c1C (stereo not given)
    14	-5	8	-2	0	-12	19	0.9	9
Cc1cc(C)n2cc(CSCC(=O)O)nc2n1
    4	4	12	4	0	1	19	1.3	5
Cc1ccc(S(=O)(=O)C(C)C(=O)NCCS(=O)(=O)c2ccc(Cl)cc2)cc1 (stereo not given)
    3	-1	4	2	9	-6	22	-0.3	6
O=C(O)CCC(=O)NNC(=O)c1cccc(Br)c1
    4	5	4	7	9	-10	2	-0.4	6
COC(=O)C(NC(C)=O)(Nc1ccc(C)cn1)C(F)(F)F (stereo not given)
    6	0	·	-2	12	1	0	1.1	-27
COc1ccc(N2C(=O)NC3CC2(C)Oc2ccccc23)cc1OC (stereo not given)
    7	3	1	4	3	-8	-6	-0.8	4
CCCCc1nc(Cl)c(C#N)c2c1CSC(C)(C)C2
    10	0	0	-1	-4	-14	33	-0.4	17
CCCc1[nH]nc2c1C(c1cccc(OC)c1)C(C#N)=C(N)O2 (stereo not given)
    10	0[fluorescence artefact?]	4	4	11	-26	10	-3.1	7
COc1cccc(NC(=O)C(Cc2ccccc2)NC(=O)C2CCC(C)CC2)c1 (stereo not given)
    6	10	2	9	-2	-3	27	0.0	5
O=C(N/C(=C\c1cccc([N+](=O)[O-])c1)C(=O)N(CCO)CCO)c1ccco1
    3	1	5	2	-10	4	5	-1.2	0

Bioassay records deposited in PubChem BioAssay by several laboratories.
